Source: PubChem BioAssay
M18AAP inhibitor: blocks P. falciparum M18 aspartyl aminopeptidase. recombinant PfM18AAP, H-Glu-NHMec fluorogenic cleavage. inhibition, % at 7.35 µM. hit rate 1.2% among 290,000. AID 1822;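 active = inhibition above the campaign mean inhibition over all tested compounds plus 3 SD, cut at about 28% in these data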;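 also: 0% = plate median of test compound wells and 100% = 2 mM ZnCl2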
NALP1 yeast inh: NALP1 inhibition; hit rate 0.61% among 280,000; S. cerevisiae NALP1/ASC/caspase-1 growth, X-gal OD620, 72 h; inhibition, % at 10 µM; AID 2071; in the data active = inhibition mostly above about 24%, no sharp cut-off; inactive = mostly below about 32%; also: some compounds called inactive have numbers as strong as hits
VIM-2 inh: blocks Pseudomonas aeruginosa VIM-2 metallo-beta-lactamase. purified VIM-2, nitrocefin hydrolysis, epi-absorbance fluorescence. inhibition, % at 5.6 µM. hit rate 0.89% among 290,000;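 active = inhibition above the mean of all tested compounds plus 3 SD, cutoff set per screening run, cut at about 7.5% in these data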;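 also: red hydrolysis product quenches plate fluorescence so inhibitors raise well fluorescence; 0% = enzyme with DMSO and 100% = DMSO without enzyme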
MEKK2 mut-MEK5: signal of MEK5 binding to mutant human MEKK2 PB1 domain. hit rate 0.35% among 290,000. bead flow cytometry, Alexa488-MEK5 binding to MEKK2 mutant. percent response, % at 10 µM. AID 1530; in the data active = percent response above about 24%, passing the limit was not always enough; also: inactives centre near 1; some results filed as inactive read as strong as hits
FID counter: displaces DNA intercalator in HCV helicase counter-screen; hit rate 0.17% among 290,000; inhibition, % at 7.9 µM; DNA fluorescent intercalator displacement, fluorescence; in the data active = inhibition above about 37%;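 also: 0% = vehicle and 100% = reference compound; higher means more ethidium bromide displaced from hairpin DNA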
NS3 helicase inh: inhibitors of Hepatitis C virus NS3 helicase | NS3 helicase DNA unwinding, Cy5 molecular beacon fluorescence | inhibition, % at 10.9 µM | hit rate 0.56% among 290,000;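 active = inhibition above the mean of all tested compounds plus 3 SD, set per campaign, cut at about 35% in these data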;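 also: 0% = DMSO wells and 100% = thioflavine S control wells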
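Control set: DMSO versus 110 µM thioflavine S; Material: NS3 helicase fragment of HCV; Measured by: Cy5 fluorescence at 0 and 60 min, beacon hairpin quenching; Read-out basis: percent inhibition from t60/t0 fluorescence ratio; Times: reaction time 60 min, 25 °C; Repeats: single replicate; Compound dosing: single dose, 10.9 µM nominal final, DMSO 0.8% final.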
UBC9 SUMO inh: inhibitors of human SUMOylation (UBC9). hit rate 0.36% among 290,000. HTRF SUMOylation assay, SAE1/SAE2 + UBC9, in vitro. inhibition, % at 35 µM. P63279. AID 2006; in the data active = inhibition above about 50%, passing the limit was not always enough; also: strong numbers were not always called active
Target sequence (P63279 whole entry, looked up): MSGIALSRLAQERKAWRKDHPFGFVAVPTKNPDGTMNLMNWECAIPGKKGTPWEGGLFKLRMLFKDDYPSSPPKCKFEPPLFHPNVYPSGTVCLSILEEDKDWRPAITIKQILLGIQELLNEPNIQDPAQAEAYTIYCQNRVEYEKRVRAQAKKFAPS
IMP-1 inh: inhibitors of Pseudomonas aeruginosa IMP-1 metallo-beta-lactamase; inhibition, % at 5.6 µM; AID 1556; hit rate 0.45% among 290,000; purified IMP-1, nitrocefin hydrolysis, epi-absorbance fluorescence;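 active = inhibition above the mean plus 3 SD of all compounds in the same screening run, cut at about 4.5% in these data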;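 also: 0% = IMP-1 with DMSO and 100% = DMSO wells lacking enzyme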
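System: Purified recombinant IMP-1 metallo-beta-lactamase enzyme | Measured by: Fluorescence quenching readout, ex 480/em 530 nm | Replication: Singlicate | Incubation: 15 min preincubation plus 25 min reaction at 25 °C | Evaluation: Percent inhibition from optical density relative to buffer-blank wells | Benchmarks: DMSO with and without IMP-1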
MEKK2wt PB1 HTS: raises or lowers MEK5 binding to wildtype human MEKK2 PB1 domain; bead flow cytometry, Alexa488-MEK5 binding to MEKK2 WT; actives lie on both sides; binding response (% of control), % at 10 µM; hit rate 1.1% among 290,000; AID 1531; in the data active = binding response below about 67% or above about 130%
The depositor's hits bear a star; . = not tested or not shown.

SMILES | M18AAP inhibitor | NALP1 yeast inh | VIM-2 inh | MEKK2 mut-MEK5 | FID counter | NS3 helicase inh | UBC9 SUMO inh | IMP-1 inh | MEKK2wt PB1 HTS
O=C(c1ccc(Br)o1)N1CCN(c2ccc3nnc(-c4ccc(F)cc4)n3n2)CC1 | -6 | 42 | -2.2 | -1 | -5 | 2 | -19 | -3.5 | 105
CC(=O)Oc1ccc2c3c(c(=O)oc2c1)CCCC3 | 3 | 18 | 4.0 | 2 | -11 | 0 | 17 | -5.1 | 103
Nc1nc(-c2ccccn2)nc(N)c1Cc1ccc(Cl)cc1Cl | -5 | 12 | -0.7 | 0 | -9 | -2 | -65 | -3.1 | 99
CCC(C)(C)n1nnnc1C(C(C)C)N(CCN1CCOCC1)Cc1cc2cccc(C)c2[nH]c1=O (stereo not drawn) | 11 | 4 | -0.6 | 2 | -6 | 17 | 26 | -2.8 | 101
COc1cc(C(=O)Nn2c(CC(C)C)nc3ccccc3c2=O)cc(OC)c1OC | 0 | 7 | -1.4 | 5 | -26 | -3 | 8 | -5.9 | 110
Cc1nc(-c2noc(-c3ccccc3Cl)n2)c(C(F)(F)F)o1 | 1 | 28 | -2.5 | -4 | -4 | 4 | -2 | -2.8 | 99
COc1cc(C(=O)Nc2sc3c(c2C(=O)NCc2ccco2)CCCC3)cc(OC)c1OC | -5 | 0 | -1.4 | 3 | -4 | -4 | -11 | -6.5 | 101
CC(=O)NS(=O)(=O)c1ccc(NC(=O)/C=C/c2ccco2)cc1 | 0 | 11 | -6.3 | -2 | 6 | 1 | 24 | -2.8 | 99
CSCCC(NS(=O)(=O)c1ccc2ccccc2c1)C(=O)O (stereo not drawn) | -3 | 4 | -1.6 | 2 | -7 | 2 | 3 | -2.2 | 103
O=C(Cc1ccc(Br)cc1)Nc1cccc(Cl)c1 | 1 | 27 | -1.7 | 1 | -1 | 6 | -14 | -0.7 | 98
C=CCNC(=O)N1CCC(CO)(Cc2ccc(Cl)cc2)CC1 | -8 | -3 | -2.3 | -4 | -12 | 3 | 20 | -1.3 | 97
CC1=C(C(=O)Nc2ccc(Br)cc2)C(c2ccco2)NC(=O)N1 (stereo not drawn) | -11 | 23 | -2.6 | -3 | 3 | 8 | 8 | -5.7 | 93
COc1ccc2c(CC(=O)NCCN3C(=O)S/C(=C\c4cccnc4)C3=O)coc2c1 | 13 | -15 | -1.9 | -4 | -20 | 3 | 22 | 1.0 | 100
CC1CCCCN1C(=O)CN1C(=O)CN(C)C(=O)c2ccccc21 (stereo not drawn) | 3 | 19 | -0.7 | 4 | -3 | -3 | 14 | 1.2 | 106
N/C(=N\OC(=O)c1cc(-c2ccccc2)nc2ccccc12)c1ccccn1 | 1 | 7 | -1.6 | 2 | 2 | 5 | 21 | -2.1 | 97
CCCc1nnc(SCC(=O)Nc2ccc3c(c2)OCCO3)n1CCOC | -17 | 16 | -0.8 | -12 | -12 | 1 | 8 | -1.3 | 90
CCOC(=O)N1CCN(c2nnc(-c3ccc(C)cc3)c3ccccc23)CC1 | 5 | 1 | -3.1 | -4 | -41 | -10 | -7 | -2.4 | 95
O=C(CN1C(=O)C2CC=CCC2C1=O)Nc1ccc(S(=O)(=O)Nc2ncccn2)cc1 (stereo not drawn) | 1 | . | -3.6 | -6 | -3 | -5 | 5 | -2.8 | 96
Cc1cccc(N2CCN(S(=O)(=O)c3ccc4[nH]c(=O)c(=O)[nH]c4c3)CC2C)c1 (stereo not drawn) | 8 | -20 | 0.2 | . | -12 | -3 | -6 | -0.3 | .
Cc1nc(C)n(CC(=O)c2ccc(Cl)cc2Cl)n1 | -8 | -5 | -2.5 | 7 | 0 | -1 | 9 | -2.2 | 108
Cc1ccc(C(=O)N/C(=C\c2ccc(-c3ccc(Br)cc3)o2)C(=O)NC2CCS(=O)(=O)C2)cc1 (stereo not drawn) | 0 | 24 | -0.5 | 37 | -9 | -5 | -5 | -3.0 | 103
CCCc1[nH]n(-c2ccc(F)cc2)c(=O)c1C=Nc1ccc(C)cc1 | -10 | 30 | -1.7 | 1 | -8 | -7 | 8 | -0.8 | 103
Cc1ccc(OCC(O)CN2CCN(CC(O)COC(C)C)CC2)c(C(C)(C)C)c1 (stereo not drawn) | 3 | 13 | -1.9 | 5 | 28 | -33 | 17 | -1.2 | 108
CC(=O)N1CCCc2cc(S(=O)(=O)N3CCCC(C(=O)Nc4ccc(C)cc4C)C3)ccc21 (stereo not drawn) | -6 | 14 | -1.2 | -1 | -16 | 5 | . | -2.9 | 99
Cc1[nH]c2ccc(F)cc2c1CCN(Cc1ccncc1)C(=S)Nc1ccc(F)cc1 | 0 | -3 | -2.4 | 0 | -5 | -17 | -36 | -3.4 | 113
NC(=O)c1cc2ccc(O)cc2oc1=NCc1ccccc1 | 6 | 4 | 1.9 | 3 | -6 | 11 | 29 | 0.6 | 98
O=C(O)c1cc(/C=C/c2ccc(N3CCOCC3)cc2)nc2ccccc12 | 6 | -25 | 0.2 | -9 | -11 | 6 | 3 | -0.3 | 91
O=C(c1cc(Cl)ccc1OCc1ccccc1)N1CCOCC1 | -4 | 0 | -2.7 | 0 | -21 | -2 | -1 | -1.9 | 104
CCN(Cc1ccccc1)C(=O)COc1cc(=O)n(CC)c2ccccc12 | 0 | 6 | -2.0 | -8 | -31 | -6 | 3 | -2.0 | 83
O=C(CCC1CCCCC1)NCc1cccs1 | -9 | -14 | -2.7 | 5 | -4 | -1 | 3 | -2.3 | 108

Ten of these compounds, reformatted:
Every second line gives: M18AAP inhibitor	NALP1 yeast inh	VIM-2 inh	MEKK2 mut-MEK5	FID counter	NS3 helicase inh	UBC9 SUMO inh	IMP-1 inh	MEKK2wt PB1 HTS
> O=C(CN1C(=O)C2CC=CCC2C1=O)Nc1ccc(S(=O)(=O)Nc2ncccn2)cc1 (stereo not drawn)
  1	.	-3.6	-6	-3	-5	5	-2.8	96
> Cc1cccc(N2CCN(S(=O)(=O)c3ccc4[nH]c(=O)c(=O)[nH]c4c3)CC2C)c1 (stereo not drawn)
  8	-20	0.2	.	-12	-3	-6	-0.3	.
> Cc1nc(C)n(CC(=O)c2ccc(Cl)cc2Cl)n1
  -8	-5	-2.5	7	0	-1	9	-2.2	108
> Cc1ccc(C(=O)N/C(=C\c2ccc(-c3ccc(Br)cc3)o2)C(=O)NC2CCS(=O)(=O)C2)cc1 (stereo not drawn)
  0	24	-0.5	37	-9	-5	-5	-3.0	103
> CCCc1[nH]n(-c2ccc(F)cc2)c(=O)c1C=Nc1ccc(C)cc1
  -10	30	-1.7	1	-8	-7	8	-0.8	103
> Cc1ccc(OCC(O)CN2CCN(CC(O)COC(C)C)CC2)c(C(C)(C)C)c1 (stereo not drawn)
  3	13	-1.9	5	28	-33	17	-1.2	108
> CC(=O)N1CCCc2cc(S(=O)(=O)N3CCCC(C(=O)Nc4ccc(C)cc4C)C3)ccc21 (stereo not drawn)
  -6	14	-1.2	-1	-16	5	.	-2.9	99
> Cc1[nH]c2ccc(F)cc2c1CCN(Cc1ccncc1)C(=S)Nc1ccc(F)cc1
  0	-3	-2.4	0	-5	-17	-36	-3.4	113
> NC(=O)c1cc2ccc(O)cc2oc1=NCc1ccccc1
  6	4	1.9	3	-6	11	29	0.6	98
> O=C(O)c1cc(/C=C/c2ccc(N3CCOCC3)cc2)nc2ccccc12
  6	-25	0.2	-9	-11	6	3	-0.3	91

More entries follow:
SMILES | M18AAP inhibitor | NALP1 yeast inh | VIM-2 inh | MEKK2 mut-MEK5 | FID counter | NS3 helicase inh | UBC9 SUMO inh | IMP-1 inh | MEKK2wt PB1 HTS
CCC1=Nc2cc(C(=O)NCc3ccco3)ccc2Sc2ccc(Cl)cc21 | -1 | -26 | -3.5 | -2 | -32 | 37* | 24 | -2.6 | 97
COc1ccc(C)cc1S(=O)(=O)N1CCC(C(=O)NCCC2=CCCCC2)CC1 | 8 | 3 | -5.1 | 5 | -34 | 10 | 11 | -4.0 | 100
COC(=O)C1CCN(S(C)(=O)=O)CC1 | -6 | 11 | -6.2 | -3 | 1 | 8 | 14 | -5.6 | 95
COCCNc1ncnc2c1cnn2-c1ccc(Cl)cc1 | -13 | 0 | -0.3 | 2 | -6 | -3 | 14 | -5.3 | 104
COc1ccc(CCNC(=O)c2cc3ccccn3n2)c(OC)c1OC | -11 | -6 | -0.6 | 9 | -20 | -4 | 14 | -1.6 | 105
OC1(c2cccs2)CN(c2ccc(Br)cc2)C2=[N+]1CCCS2 (stereo not drawn) | 3 | 7 | -1.3 | 2 | 2 | -18 | 0 | -2.2 | 111
NC(N)=Nc1nc2ccc(Br)cc2c(=O)[nH]1 | -8 | -6 | 0.4 | -2 | -5 | 5 | 24 | -2.4 | 108
CC12CCC(C(=O)NCCCn3ccnc3)(OC1=O)C2(C)C (stereo not drawn) | 4 | 9 | -2.3 | 10 | 0 | 0 | -8 | -3.2 | 106
O=C(COC(=O)CSc1nnc(-c2ccc(Cl)cc2)o1)NCc1ccc2c(c1)OCO2 | 1 | 8 | -3.2 | -12 | -13 | -6 | 7 | -0.9 | 85
CC1CCN(C(=S)c2ccc3c(c2)OCO3)CC1 | -4 | -17 | -2.3 | 5 | -3 | -2 | -8 | -3.8 | 103
Cc1cc(C#N)c(C)c(SCc2[nH]nc3c2C(c2ccccc2)C(C#N)=C(N)O3)n1 (stereo not drawn) | 6 | 4 | 1.3 | -5 | -22 | 18 | 7 | -5.3 | 92
COc1cc(OC)cc(C(=O)NCCSCc2ccco2)c1 | -9 | 6 | -3.6 | 11 | -6 | -6 | 0 | 2.7 | 110
Cc1ccc(Nc2ncnc3c2oc2ccccc23)cc1 | 3 | 3 | -3.6 | . | -13 | -12 | 22 | -0.4 | .
Cc1cccc(C)c1NCc1n[nH]c(=S)n1-c1ccccc1 | 15 | -3 | -4.0 | 33 | -11 | -5 | 14 | -4.3 | 118
O=C(CSc1ncnc2c1oc1ccccc12)c1cccs1 | -8 | 2 | -0.2 | . | -3 | -8 | -17 | 1.8 | .
COc1ccccc1C(=O)NNC(=S)NC(=O)c1cc(OC)c(OC)c(OC)c1 | 6 | -6 | -4.5 | 3 | -4 | 10 | -35 | -2.6 | 104
CC(=O)c1ccc(OCCCC(=O)NC2CCC(C)CC2)cc1 (stereo not drawn) | 4 | 2 | -2.1 | -1 | -32 | 5 | 1 | -4.2 | 98
Cc1ccc(SCCNC(=O)C(CO)(CO)CO)cc1 | -14 | -15 | -3.0 | . | -5 | 19 | -2 | -2.4 | .
CCOc1ccc2nc(N3CCCN(C(=O)Nc4ccccc4C)CC3)c(C#N)cc2c1 | 4 | 4 | 0.0 | -5 | 17 | 8 | 19 | -1.9 | 77
O=c1nc(Nc2ccc([N+](=O)[O-])cc2)[nH]c(=O)[nH]1 | 0 | -63 | -6.2 | 7 | 2 | 5 | 6 | -3.1 | 107
Cc1ccc(NC(=O)CN2C(=O)COc3ccc(S(=O)(=O)N4CCCC4)cc32)c(C)c1 | -2 | 17 | -1.9 | 1 | -24 | -5 | -11 | -1.9 | 103
Cc1cc(N2CCCCCC2)n2nc(C)c(-c3ccccc3)c2n1 | 0 | 7 | -1.4 | 8 | -12 | -19 | -7 | -2.0 | 108
